ERp5 block: inhibitors of human ERp5; ERp5 insulin aggregation, absorbance 650 nm, 90 min; 0.05% of 350,000 active; AID 651711; inhibition, % at 9.99 µM;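 active = mean replicate inhibition above about 25%, with every replicate also reaching it, limit read from the data, passing the limit was not always enough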
CASP6 VEID inh: caspase-6 (human) enzyme inhibition. AID 686996. inhibition, % at 12.5 µM. 0.53% of 350,000 active. purified caspase-6, Z-VEID-R110 cleavage fluorescence;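 active = mean inhibition across replicates at least about 35%, with every replicate also reaching that limit, limit read from the data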;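 note: 0% = median of neutral control wells and 100% = no fluorescence left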
RAD54 branch: blocks human RAD54 Holliday junction branch migration. inhibition, % at 10.4 µM. 0.14% of 360,000 active. Q92698. FAM/BHQ fluorescence. AID 602329;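 active = mean normalized replicate activity at least 40 and at least half of replicates scoring 40 or more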;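 note: 0% = median of neutral control wells and 100% = median of positive control wells; inhibitors cause a drop in the FAM fluorescence signal; in these data hits start at about 50%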
ARNT-TACC3 inh: disruptors of human ARNT/TACC3 interaction; Q9Y6A5; inhibition, % at 9.99 µM; 0.66% of 390,000 active; AID 623870; AlphaScreen His-ARNT PAS-B/GST-TACC3 binding, luminescence; TACC3 fragment carries E629A point mutation;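 active = mean inhibition of replicates at least 50% and at least half of replicates each reaching 50%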;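 note: 0% = complete ARNT plus TACC3 wells and 100% = ARNT alone without TACC3; many hits fall short of the cut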
RAD52 anneal inh: RAD52 (human) annealing inhibition | recombinant RAD52 DNA annealing, FRET fluorescence | 0.46% of 360,000 active | inhibition, % at 18.7 µM;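 active = every replicate showing at least 50% inhibition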
Target sequence (P43351 whole entry, looked up): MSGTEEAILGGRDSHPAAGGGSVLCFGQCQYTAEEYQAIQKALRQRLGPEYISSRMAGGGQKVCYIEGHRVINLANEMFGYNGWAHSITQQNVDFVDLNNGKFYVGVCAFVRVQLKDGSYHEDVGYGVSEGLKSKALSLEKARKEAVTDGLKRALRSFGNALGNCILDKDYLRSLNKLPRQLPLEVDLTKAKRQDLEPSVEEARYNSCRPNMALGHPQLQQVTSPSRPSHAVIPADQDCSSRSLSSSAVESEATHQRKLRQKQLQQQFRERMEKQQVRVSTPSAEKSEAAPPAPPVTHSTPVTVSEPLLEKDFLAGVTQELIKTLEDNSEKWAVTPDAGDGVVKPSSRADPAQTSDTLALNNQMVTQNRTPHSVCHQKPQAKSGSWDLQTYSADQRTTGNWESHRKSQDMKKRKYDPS
PglD inh: PglD (C. jejuni) enzyme inhibition; purified PglD enzyme, DTNB colorimetric CoA detection; inhibition, % at 12.5 µM; 0.098% of 360,000 active; AID 602405; in the data active = inhibition above about 16%, passing the limit was not always enough; note: strong numbers were not always called active
E-selectin induc: E-selectin induction on HUVECs. P16581. AID 686992. activation, % at 7.58 µM. HUVEC E-selectin immunofluorescence imaging; normalized: neutral wells 0, TNF-alpha wells 100. 0.37% of 260,000 active;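 active = mean E-selectin-positive cell signal at least 10% of the positive control, reached in at least 60% of replicates, without over 20% cell loss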;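 note: in these data hits start at about 27%; measured in HUVEC primary endothelial cells; signal is the percent of cells scored E-selectin positive by PE staining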
Target sequence (P16581 whole entry, looked up): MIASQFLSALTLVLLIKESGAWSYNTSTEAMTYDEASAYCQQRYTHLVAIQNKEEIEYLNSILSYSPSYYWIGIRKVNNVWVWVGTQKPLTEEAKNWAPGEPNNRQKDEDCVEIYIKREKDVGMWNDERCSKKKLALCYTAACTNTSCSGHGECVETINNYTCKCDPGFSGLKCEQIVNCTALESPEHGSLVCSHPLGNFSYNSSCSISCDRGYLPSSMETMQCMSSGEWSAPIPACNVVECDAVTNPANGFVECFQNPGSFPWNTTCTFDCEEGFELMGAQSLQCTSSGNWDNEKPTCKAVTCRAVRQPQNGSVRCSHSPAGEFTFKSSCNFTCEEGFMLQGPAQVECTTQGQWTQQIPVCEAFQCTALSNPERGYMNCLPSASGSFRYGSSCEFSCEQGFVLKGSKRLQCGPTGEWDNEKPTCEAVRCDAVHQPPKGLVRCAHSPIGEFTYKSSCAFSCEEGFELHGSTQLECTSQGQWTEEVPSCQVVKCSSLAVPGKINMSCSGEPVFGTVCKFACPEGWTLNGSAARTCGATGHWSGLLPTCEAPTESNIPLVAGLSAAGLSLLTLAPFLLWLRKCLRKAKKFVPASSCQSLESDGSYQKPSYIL
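Assay system: HUVEC, human umbilical vein endothelial cells / Amount: 3,000 HUVEC/well / Controls: TNF-alpha positive control, DMSO neutral control / Compound dosing: single concentration / Medium: EGM-2 over gelatin coat / Evaluation: percent E-selectin-positive cells / Signal: immunofluorescence imaging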
esBAF inh: inhibitors of esBAF chromatin remodeling in mouse ES cells | Bmi1-luciferase knock-in reporter, 24 h; 100% = twice the neutral-well signal | reporter increase, % at 12.5 µM | 2% of 350,000 active | AID 602393; in the data active = activation above about 40%;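 note: 0% = median of the plate's neutral control wells and 100% = double that signal; a rise in the Bmi1 reporter signal indicates esBAF inhibition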
Active calls of the source: *; nt = not tested or not shown; & = joins results of further samples. Hits appear at their usual frequency; overall some 3.2% were active at least once.

smiles,ERp5 block,CASP6 VEID inh,RAD54 branch,ARNT-TACC3 inh,RAD52 anneal inh,PglD inh,E-selectin induc,esBAF inh
CN=C1SC(CC(=O)Nc2ccccc2F)C(=O)N1/N=C/c1ccc(O)c(OC)c1 (centres undefined),8,0,nt,-6,2,nt,nt,nt
FC(F)(F)c1ccccc1CN1CCC(Cc2ccccc2)CC1,-2,0,-2,16,-13,8,3.1,-3
COc1ccccc1S(=O)(=O)N[C@@H]1CC[C@H](CC(=O)N2CCOCC2)O[C@@H]1CO,0,0,-6,nt,11,-4,0.0,-2
C#CCSc1nc(N)c2c(n1)OC(N)=C(C#N)C2c1cccnc1 (centres undefined),5,-1,nt,-1,-14,nt,nt,nt
CCCN1CCN(c2nc3c([nH]2)c(=N)ncn3CC(O)CO)CC1 (centres undefined),nt,nt,6,-2,nt,10,nt,-2
O=C(Nc1ccc(F)cc1)N1C[C@H]2[C@@H](c3ccccc31)[C@@H](CO)N2C(=O)Cc1ccccn1,0,0,-4,4,-8,1,-0.1,-6
CCCn1c(=N)c(S(=O)(=O)c2ccccc2)cc2c(=O)n3ccccc3nc21,-2,1,nt,1,-63,nt,0.0,nt
COC(=O)CC1(C(=O)OC)Oc2ccc(Br)cc2C(=O)N1c1cccc(Cl)c1Cl (centres undefined),2,-2,nt,2,-13,nt,nt,nt
CCOCCCNS(=O)(=O)c1ccc(NC(=O)C2CC(=O)N(c3ccc(C)cc3)C2)cc1 (centres undefined),-6,-6,-9,nt,-15,0,-1.4,18
Clc1cccc(Cl)c1COc1ccccc1CNn1cnnc1,2,-5,nt,0,-8,nt,nt,nt
CCOC(=O)c1cn(CC2CC2)c2cc(F)c(F)cc2c1=O,5,2,3,2,-7,-6,nt,-4
CCOC(=O)c1cnn(-c2ccc(F)cc2)c1N,2,1,nt,nt,-12,nt,-1.3,nt
COc1ccc(NC(=O)c2cccc(NC(=O)C(C)C)c2)c([N+](=O)[O-])c1,nt,nt,8,6,nt,2,-0.1,nt
Cc1cccc(Cc2ncc(C(F)(F)F)cc2Cl)c1,3,-1,4,-11,-8,-3,-0.2,-2
CCCCN1C[C@H](c2ccccc2)[C@@H](CC(=O)NC)C1=O,3,-1,-1,nt,-7,3,nt,-6
CC(C)CC#Cc1ccc([C@@H]2[C@@H](CO)N3C(=O)CN(C(=O)c4cccc(F)c4)C[C@@H]23)cc1,1,5,nt,nt,24,nt,0.2,nt
COc1ccc(CNC(=O)N(C)C[C@H]2OCc3ccccc3-c3c(n(C)c4ccccc34)C(=O)N([C@H](C)CO)C[C@H]2C)cc1,4,5,-5,2,7,-3,0.0,10
CN(C(=O)C1CCOC1)c1nnc(-c2ccccn2)s1 (centres undefined),-8,4,-4,19,2,4,nt,17
CC(=O)N1[C@H](CO)[C@H](c2ccc(-c3cccnc3)cc2)[C@H]1CNC(=O)C1CC1,10,6,nt,nt,-13,nt,-0.2,nt
CCOC(=O)c1c(CN2CCCCC2)n(C)c2ccc(OC)c(S(=O)(=O)c3ccccc3)c12,nt,nt,-5,-5,nt,-1,nt,4
O=C(C[C@@H]1CC[C@@H]2[C@H](COC[C@H](O)CN2Cc2ccc(C(F)(F)F)cc2)O1)NCCc1ccccc1,2,1,2,-1,14,-1,0.0,1
CC(C)(C)Cc1nnc(NC(=O)c2ccco2)s1,3,1,4,-7,-1,1,nt,24
CCOC(=O)C1CCN(Cc2ccc(OCc3ccccc3)cc2)CC1,0,-3,-3,-3,-7,-5,4.2,12
O=C(C[C@H]1C[C@H]2c3cc(NC(=O)NC4CCCCC4)ccc3O[C@H]2[C@H](CO)O1)NCc1ccccn1,8,-1,-1,-6,-3,-1,0.7,-4
O=C(C[C@@H]1C[C@H]2c3cc(NC(=O)NC4CCCCC4)ccc3O[C@H]2[C@H](CO)O1)NC1CCCCC1,3,0,-2,nt,-2,3,0.0&0.0,4
COc1ccc(S(=O)(=O)n2cnc3ccccc32)cc1,0,0,-6,3,-16,3,nt,-9
C/C=C/c1ccc(OCC(=O)N(C)CC(=O)Nc2ccc(F)cc2)c(OC)c1,-3,1,-1,-10,-12,0,-0.2,6
C[C@H]1CN([C@@H](C)CO)C(=O)Cc2cc(NC(=O)CCC(F)(F)F)ccc2O[C@@H]1CN(C)Cc1ccc2c(c1)OCO2,5,-3,-3,-1,16,0,-4.9,0
O=C(C[C@@H]1CC[C@H]2[C@@H](COC[C@H](O)CN2S(=O)(=O)c2ccccc2F)O1)NCc1ccccc1F,-3,1,-4,1,12,-1,0.1,3
C[C@H](CO)N1C[C@H](C)[C@H](CN(C)C(=O)CCC(F)(F)F)OCc2ccccc2-c2c(n(C)c3ccccc23)C1=O,0,1,8,-5,5,0,0.1,6
COCC#Cc1ccc2c(c1)O[C@@H](CN(C)Cc1ccncc1)[C@@H](C)CN([C@@H](C)CO)S2(=O)=O,0,2,-4,3,4,0,0.0,-2
COCc1ccc(C(=O)N2CCCC(Nc3ccc4c(c3)OCCO4)C2)o1 (centres undefined),2,3,-2,8,-13,5,nt,5
CCOc1ccc(S(=O)(=O)N(CC(=O)NC2CCCCC2C)Cc2ccco2)cc1 (centres undefined),0,-4,1,18,-1,-3,nt,nt
O=C(NCc1cccs1)C1CCCN1S(=O)(=O)c1ccccc1F (centres undefined),nt,nt,-5,-19,nt,-6,nt,6
COc1cccc(C(=O)Nc2ccc3c(C)cc(=O)oc3c2)c1,5,1,-1,-1,-7,-5,0.6,34
O=C(C[C@@H]1C=C[C@H](NC(=O)CN2CCOCC2)[C@@H](CO)O1)NC1CCCCC1,4,2,2,-23,-10,-2,0.1,-4
COc1ccc(S(=O)(=O)N(C)C[C@H]2OCCCC[C@H](C)Oc3ccc(NS(C)(=O)=O)cc3C(=O)N([C@H](C)CO)C[C@@H]2C)cc1,-1,-1,-1,-8,-4,-1,0.0,3
C[C@H](CO)N1C[C@H](C)[C@@H](CN(C)S(=O)(=O)c2ccc(F)cc2)Oc2c(NC(=O)Nc3ccc4c(c3)OCO4)cccc2C1=O,-1&18,2&1,-1&-11,14&5,-14&6,4&5,-0.1&18,16&9
O=C(Oc1ccc2ccc(=O)oc2c1)c1ccco1,-3,-2,9,-5,-11,-2,nt,-4
C=CCn1c(C)cc(C(=O)COC(=O)c2cncc(Br)c2)c1C,3,1,-2,nt,-26,-1,nt,20
Cc1cc(C)cc(C(=O)OCC(=O)NCc2cccs2)c1,3,2,-7,-9,3,4,nt,nt
O=C(O)C1NCCc2ccccc21 (centres undefined),nt,nt,5,3,nt,-2,nt,-17
COc1ccc(CNC(=O)C2(CC3CC(c4ccccc4)=NO3)CCN(C(=O)C3CCCC3)CC2)cc1 (centres undefined),-2,-3,-4,nt,-19,4,-0.4,8
CCOC(=O)C1=C(CC)NC2=C(C(=O)CCC2)C1c1ccc(OC)c(OC)c1 (centres undefined),nt,nt,-2,2,nt,-2,nt,-5
O=C(c1cccc(NS(=O)(=O)c2cccc([N+](=O)[O-])c2)c1)N1CCOCC1,0,-2,5,-26,-8,3,2.9,0
C[C@H]1CCCCO[C@@H](CN(C)CC2CCCCC2)[C@@H](C)CN([C@@H](C)CO)C(=O)c2cc(NC(=O)C3CCCCC3)ccc2O1,5,-1,0,4,-1,0,-0.3,-3
O=c1cc(-c2ccc([N+](=O)[O-])cc2)nc2cc(-c3ccc(F)cc3)[nH]n12,3,0,nt,1,-14,nt,-0.2,nt
COc1ccc(NC(=O)CCS(=O)(=O)c2ccc(Cl)cc2)cc1,2,-1,5,-6,-8,-7,nt,6
Cn1nc(C(=O)N2CCc3ccccc3C2)c2ccccc2c1=O,nt,nt,27,15,nt,0,nt,0
COc1ccc(-c2sc3ccc(N4CCOCC4)cc3c2C#CCO)cc1,4,-1,9,4,-23,1,0.2,2

A second format for 2 compounds above:
> COCc1ccc(C(=O)N2CCCC(Nc3ccc4c(c3)OCCO4)C2)o1 (centres undefined)
  ERp5 block = 2 | CASP6 VEID inh = 3 | RAD54 branch = -2 | ARNT-TACC3 inh = 8 | RAD52 anneal inh = -13 | PglD inh = 5 | E-selectin induc = nt | esBAF inh = 5

> COCC#Cc1ccc2c(c1)O[C@@H](CN(C)Cc1ccncc1)[C@@H](C)CN([C@@H](C)CO)S2(=O)=O
  ERp5 block = 0 | CASP6 VEID inh = 2 | RAD54 branch = -4 | ARNT-TACC3 inh = 3 | RAD52 anneal inh = 4 | PglD inh = 0 | E-selectin induc = 0.0 | esBAF inh = -2

Following part:
smiles,ERp5 block,CASP6 VEID inh,RAD54 branch,ARNT-TACC3 inh,RAD52 anneal inh,PglD inh,E-selectin induc,esBAF inh
COc1cccc(CNC(=O)C[C@H]2C=C[C@H](NC(=O)C3CC3)[C@H](CO)O2)c1,0,-4,4,-11,-11,4,-0.1,-2
CC=Cc1ccc2n(c1=O)C[C@@H]1[C@@H](CO)[C@H](C(=O)NCc3ccccc3F)N(CC)[C@H]21 (mixture of isomers),-5,-2,4,-3,-18,-1,-0.4,1
CCOc1ccccc1N(C(=O)c1ccccc1Cl)C1=NC(C)(C)CS1,5,nt,-2,-2,-8,nt,0.3,-5
CC(=O)c1ccc(OC(=O)CN2C(=O)c3ccccc3C2=O)cc1,1,-1,1,3,-5,-2,0.0,-5
CC1(C(=O)NCc2ccccc2Br)CCN1Cc1ccccc1OC(F)F (centres undefined),1,17,-1,nt,-1,3,0.0,4
COc1ccc(S(=O)(=O)N(C)C[C@@H]2Oc3ccc(NC(=O)Cc4ccccc4)cc3CC(=O)N([C@H](C)CO)C[C@H]2C)cc1,2,2,-1,3,-8,3,0.1,-1
C[C@H](CO)N1C[C@H](C)[C@H](CN(C)Cc2ccc3c(c2)OCO3)Oc2ccc(NC(=O)Nc3ccc4c(c3)OCO4)cc2C1=O,1,-3,1,9,11,3,0.4,-4
Cc1oc(-c2cccc(Cl)c2)nc1CS(=O)(=O)CC(=O)NC1CCCC1,1,-2,0,5,-4,-1,nt,-6
COc1ccc(CN(C)C[C@H]2OCCCC[C@H](C)Oc3ccc(NC(=O)C4CCCCC4)cc3C(=O)N([C@@H](C)CO)C[C@@H]2C)cc1,4,0,4,1,10,3,-0.1,5
Cn1cc(S(=O)(=O)N2CCN(c3ccccc3F)CC2)c(=O)n(C)c1=O,-1,2,4,-3,1,0,-1.2,-3
COc1ccc(NS(=O)(=O)c2cccc(C(=O)N3CCOCC3)c2)cc1,-10,16,-11,nt,-1,-2,-0.1,-4
O=C(c1ccc2c(c1)OCO2)N1CCCN(C(=O)c2ccc3c(c2)OCO3)CC1,nt,nt,5,-3,nt,1,nt,-5
CN(C)c1ccc(C(=O)N2CCN(C(=O)C3CCCO3)CC2)cc1 (centres undefined),2,-3,6,-4,-13,6,nt,0
C[C@@H]1CN([C@H](C)CO)C(=O)c2cc(C#Cc3ccccc3F)cnc2O[C@H]1CN(C)C(=O)C1CCCCC1,-5,1,-5,7,-1,-6,-0.2,0
O=C(COc1ccc2c3c(c(=O)oc2c1)CCC3)NC1CCN(Cc2ccccc2)CC1,-6,1,-8,-23,-4,-4,nt,1
C[C@H](CO)N1C[C@H](C)[C@H](CN(C)C(=O)C2CCC2)Oc2ncc(C3=CCCC3)cc2C1=O,1,-1,3,-9,0,2,-0.2,-1
CCOC(=O)CSc1nc2c(sc(=S)n2-c2ccccc2OC)c(=O)n1Cc1ccco1,nt,nt,-5,10,nt,2,nt,-5
O=C(NCC1CCCO1)c1ccc(N2C(=O)C3CCCCC3C2=O)cc1 (centres undefined),-3,-1,-3,-2,-9,-1,0.4,4
C[C@@H]1CN([C@H](C)CO)C(=O)c2cc(NS(=O)(=O)c3ccc(Cl)cc3)ccc2O[C@@H](C)CCCCO[C@@H]1CN(C)Cc1ccccc1,-3,-1,5,15,46,0,nt,-17
